# Pf apPOL block = Pf-apPOL DNA polymerase inhibition | inhibition, % at 10 µM | 210,000 tested, 0.25% active | Recombinant Pf-apPOL, molecular beacon fluorescence, 1.5 h
# mHTT CaM bind = inhibitors of human mutant huntingtin-calmodulin interaction; P42858; AlphaScreen His-mHTT/GST-CaM binding, luminescence; inhibition, % at 15 µM; 190,000 tested, 3.6% active; AID 1671202;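 further: 0% = both proteins with DMSO and 100% = one protein alone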
# An asterisk follows results filed as active; i = inactive; . = not tested or not shown; & = joins results of further samples. No stated cut-off is given here; in the data, active means inhibition above about 50%; inactive means the rest.
SMILES | Pf apPOL block | mHTT CaM bind
COc1ccc(-n2ncc3c(Nc4cccc(C(F)(F)F)c4)ncnc32)cc1 | -2 | 9
O=S(=O)(Nc1cc(Cl)c(O)c(NS(=O)(=O)c2ccccc2)c1)c1ccccc1 | -8 | 8
N#Cc1nc(COc2ccccc2F)oc1N1CCCC1 | 6 | 20
Cc1ccc(Cc2ccc(C(=O)Nc3ccc([N+](=O)[O-])cc3)o2)cc1 | 4 | 39
O=C(NC1CCCCC1)c1ccccc1SCc1ccccc1 | -6 | -11
Cc1ccc(C)c(N=C2NC(=O)/C(=C\c3ccc(F)cc3)S2)c1 | -2 | 1
CC1(C)OC2OC(C(=O)Nc3ccc(F)c(Cl)c3)C3OC(C)(C)OC3C2O1 (stereo unspecified) | -6 | -1
CC(C)C(=O)Nc1ccc(O)c(-c2nc3ccccc3o2)c1 | -6 | 3
CNc1nccc(N2CCC(CC(=O)NCc3cc(F)ccc3F)CC2)n1 | 0 | 13
O=C(NC1CC2CC1CN2C(=O)c1ccc(C(F)(F)F)cc1)c1cccnc1 (stereo unspecified) | -4 | 6
COc1cc([N+](=O)[O-])cc2cc(C(=O)Oc3cccc4cccnc34)c(=O)oc12 | 2 | -4
CN1CCCC1CCNc1ccc(N2C(=O)CCCC2=O)cc1[N+](=O)[O-] (stereo unspecified) | -17 | 2
O=C(O)c1cc(-c2ccccc2)nc2ccccc12 | -1 | -2
Cc1ccc([N+](=O)[O-])cc1N(S(C)(=O)=O)S(C)(=O)=O | -4 | .
O=c1ccc(-c2ccncc2)nn1CCCNS(=O)(=O)c1cccs1 | -6 | -16
CC(C)C(NC(=O)c1ccccc1Br)c1ccccc1 (stereo unspecified) | -7 | -3
O=[N+]([O-])c1c(N2CCCC2)c([N+](=O)[O-])c(N2CCCC2)c([N+](=O)[O-])c1N1CCCC1 | 0 | -1
CCN(C(C)=O)c1nnc(CSc2nc3ccccc3s2)s1 | -19 | -2
O=C(c1cc2c(s1)CCC(C(=O)N1CCN(c3ccccn3)CC1)C2)N1CCCCC1 (stereo unspecified) | -3 | 5
COc1ccccc1C(=O)NCCN1CCOCC1 | -1 | -5
CCOCCCNC(=O)c1c[nH]c2ccc(S(=O)(=O)N(C)c3ccccc3C)cc2c1=O | -12 | 14
COc1cccc(N2CCN(C(=O)c3cccc(C)c3)C(C)C2=O)c1 (stereo unspecified) | -1 | -5
CCCn1c(/C=C/c2ccccc2)nc2ccccc21 | -2 | -52
COc1ccc(CCNc2oc(COc3ccc(Br)cc3)nc2C#N)cc1 | -2 | 18
CCOc1ccccc1/C=C1/SC(N2CCCCC2)=NC1=O | -2 | 7
Cc1c(C)n(CC(O)CNCCCO)c2ccccc12 (stereo unspecified) | 3 | 15
CC(Oc1ccccc1)C(=O)N1CCc2ccccc2C1 (stereo unspecified) | -1 | -6
CCCCCCCCN1[C@@H](CC(=O)OCC)c2ccc(C(F)(F)F)cc2S1(=O)=O | 2 | -11
COc1ccc(Cl)cc1NC(=O)Nc1ccc2nc(C)cc(OC)c2c1 | 85* | 97*
CCN(CCNC(=O)c1cc2c(s1)CN(C(C)C)C2)c1cccc(C)c1 | -2 | 34
Cc1ccc(NC(=O)c2ccccc2Cl)c(C)c1 | 1 | -4
O=C(Nc1cccc2c1C(=O)NC2=O)c1ccc(Oc2ccccc2)cc1 | -2 | 2
O=C(CC1SC(=Nc2ccccc2)N(Cc2ccccc2)C1=O)Nc1ccccc1[N+](=O)[O-] (stereo unspecified) | -1 | 3
Cc1ccc(C(=O)O/N=C2\CC(C)Cc3cc(O)ccc32)cc1 (stereo unspecified) | -3 | i
Cc1oc(C2CCN(C(=O)Nc3ccccc3Cl)CC2)nc1C(=O)N1CCOCC1 | -5 | -1
O=C(NCCN1CCOCC1)c1cccc(C2CCCN(C(=O)Nc3ccccc3)C2)c1 (stereo unspecified) | 6 | 6
Cc1ccc2c(c1)-c1c(ssc1=S)C(C)(C)N2C | . | 93*
O=[N+]([O-])c1ccccc1CN1CCCC1 | -8 | -7
Clc1ccc(Nc2nc(-c3cccnc3)cs2)cc1 | -3 | 0
COc1ccc(-c2c(C)c3cc(O)ccc3oc2=O)cc1OC | -8 | 0
CN(CCc1ccccn1)C(=O)C1CCN(c2cnn(Cc3ccccc3)c(=O)c2)CC1 | -1 | 11
O=C(Nc1ncccc1OCc1ccc(Cl)c(Cl)c1)Nc1cccc2ccccc12 | -7 | .
Cc1cnc(C(=O)NCc2nc(-c3ccccc3)no2)cn1 | -8 | -3
O=[N+]([O-])c1ccc(-c2noc(-c3ccco3)n2)cc1 | -11 | 9
Nc1cc(=O)[nH]c(SCC(=O)Nc2ccccc2F)n1 | 6 | -3
O=S(=O)(Nc1ccc(NS(=O)(=O)c2ccccc2)c(Cl)c1)c1ccccc1 | -5 | -5
COc1ccc(NC(=O)C2CC(=O)N(c3cccc(C)c3)C2)cc1 (stereo unspecified) | -8 | -1
NC(=O)Cc1csc(NC(=O)CCc2cccc(Oc3ccc(F)cc3)c2)n1 | -4 | 21
Cn1c(=O)oc2cc(S(=O)(=O)NCC3CC4CCC3C4)c(Cl)cc21 (stereo unspecified) | . | 4
O=C(Nc1cccc(N=Cc2cc(Cl)ccc2O)c1)c1ccco1 | -4 | 29
O=C(CN1CCN(c2ccc(F)cc2)C1=O)NCC(F)(F)F | -12 | -11
Cc1cc(C)c(S(=O)(=O)NCCn2c(C)cc3ccccc32)c(C)c1 | 6 | 62*
Oc1ccc(N=Nc2nccs2)c(O)c1 | . | 100*
O=C(Cc1ccc(F)cc1)Nc1cnc(N2CCOCC2)nc1 | -1 | -7
Cc1ccc(NC(=O)c2cc3c(CO)cnc(C)c3oc2=Nc2cccc(C(N)=O)c2)cc1 | 0 | 15
CCCCNC(=O)c1cc2nc(-c3ccccc3)cc(C(F)(F)F)n2n1 | -6 | -8
Cc1cccc(C(=O)NC(NC(C)(C)C)C(Cl)(Cl)Cl)c1 (stereo unspecified) | 5 | -6
CCCN1C(=O)Cc2ccccc2C1C(=O)NCc1ccc(C)cc1 (stereo unspecified) | -2 | -10
COc1ccccc1CNC(=O)C1CCN(S(=O)(=O)N2CC(C)CC(C)C2)CC1 (stereo unspecified) | -16 | -5
Cc1ccc(CNC(=O)c2c(C)sc3c(=O)n(C(C)C)cnc23)cc1 | 2 | 2

# Remaining list, next part.
SMILES | Pf apPOL block | mHTT CaM bind
O=C(NCc1ccc(F)cc1F)C1CCc2nc(N3CCCCC3)ncc2C1 (stereo unspecified) | -4 | -11
Cc1ccc(C(=O)Nc2ccc(F)cc2)o1 | 4 | -3
COc1ccc(CNC(=O)C2CCCN(c3nnc4cccc(C)n34)C2)cc1OC (stereo unspecified) | -5 | 8
CN1C(=O)C(=C2C=C(c3ccccc3)OC3=C2CCCC3)C(=O)N(C)C1=O | -6 | 8
O=C(COc1ccccc1)Nc1ccn(-c2cccc(Cl)c2)n1 | -2 | -2
Cc1nc2c(C(=O)NCc3ccccn3)cnn2c(C)c1Cc1ccccc1 | -8 | 6
Cc1nn(C(=O)c2nn(C)cc2[N+](=O)[O-])c(C)c1Br | -2&0 | -13&0
O=C(O)c1cccc(S(=O)(=O)N2CCCCCC2)c1 | -3 | -15
O=S(=O)(Cc1ccccc1)N1CCC(c2cnn(-c3ccccc3)c2)CC1 | -4 | -14
CNC(=S)NNC(=O)CSc1ccccc1 | 4 | .
COc1ccccc1C1=N/C(=C\c2ccc(Br)cc2)C(=O)O1 | -4 | -3
COCC(C)Nc1ncnc2nc[nH]c12 (stereo unspecified) | 3 | 6
Cc1ccc(C(=O)N2CCN(c3ccc(-c4nc(C)cs4)cn3)CC2)c(C)c1 | -6 | 7
CC(C)C(NC(=O)OC(C)(C)C)C(=O)O (stereo unspecified) | -11 | -6
COc1cc(SC)ccc1C(=O)NCCNC(=O)c1nonc1N | 4 | -10
c1ccc(CNc2nnns2)cc1 | . | 1
CCC1CCCCN1Cc1cc(OC)c(O)c([N+](=O)[O-])c1 (stereo unspecified) | -5 | 7
COc1cc(OC)c2c(-c3cccc(-c4ccc(NC(C)=O)cc4)c3)cc(=O)oc2c1 | 2 | 12
COc1ccccc1N1C(=O)C2CCC(C)(C1=O)C2(C)C (stereo unspecified) | -2 | 24
Cc1cc(C)nc(SCc2nnc(SCC(=O)NCc3ccccc3)o2)n1 | -4 | 2
CC(C)c1c(O)nc(SCCC(=O)O)[nH]c1=O | 5 | -5
CCOC1=NN(c2ccc([N+](=O)[O-])cc2)C(=O)/C1=C/c1ccc(C(C)C)cc1 | 1 | 13
CC(C)C(=O)Nc1ccc(N2CCCN(Cc3cc(F)cc(F)c3)C2=O)cc1 | -2 | 8
O=Cc1c(Sc2ccccn2)nc2ccccn2c1=O | -11 | 0
O=C(NCc1ccncc1)C1CCc2sc(C(=O)N3CCCC3)cc2C1 (stereo unspecified) | -8 | 0
COc1ccc(C(=O)Nc2ccc3oc(-c4ccc(C(C)(C)C)cc4)cc(=O)c3c2)cc1OC | -11 | 4
COc1ccc(C=C2Oc3cc(OC(=O)C(C)(C)C)ccc3C2=O)cc1OC | -8 | -33
CCCCN(CC(=O)N1CCCc2c1c(=O)oc1ccc(O)cc21)Cc1ccccc1 | -6 | 16
CSc1nnc2c(n1)OC(c1ccc(O)c(O)c1)Nc1ccccc1-2 (stereo unspecified) | 10 | -7
CCNC(=O)c1c(NC(=O)c2ccccc2)sc2c1CCCC2 | 1 | -12
COc1ccccc1C1(CNC(=O)c2cc(C)cs2)CCOCC1 | -7 | -11
O=[N+]([O-])c1ccc(N2CCCC2)cc1NCc1cccnc1 | -2 | 3
Cc1ccc2nc(Cc3ccccc3)c(NC(=O)C3CCCCC3)n2c1 | 29 | 54*
CN(CC(=O)Nc1ccc2c(c1)OCO2)c1nc2c(F)cccc2s1 | -3 | -7
Cc1cc(C(=O)NCC(C)(O)c2ccco2)c(C)o1 (stereo unspecified) | 2 | -4
COc1cc(CNC2CCC(C)C2)cc(OC)c1 (stereo unspecified) | 0 | -6
O=C(Nc1ccccc1C(F)(F)F)c1ccc(Cl)cc1[N+](=O)[O-] | 0 | 27
N=c1n(Cc2ccccc2Cl)c2ccccc2n1CC(O)c1ccco1 (stereo unspecified) | -6 | 1
Cn1ccnc1SCC(=O)N1CCC(n2cccc2)CC1 | 1 | .
CC(=O)c1ccc(NC(=O)c2cc(S(=O)(=O)N3CCCC3)c(Cl)cc2Cl)cc1 | 5 | 2
COc1ccc(CC(=O)NCc2c(C)cc(C)nc2-c2ccc(OC)cc2)cc1 | -7 | -4
Cc1cccc(C(=O)NN2CCOCC2)c1 | 3 | -2
CCCc1noc(-c2cccnc2N2CCCN(C(=O)c3ccc(OC)cc3)CC2)n1 | -8 | -5
O=C(NC(O)C(=O)c1ccc(F)cc1)c1ccc(F)cc1 (stereo unspecified) | -1 | 11
CCCc1noc(-c2cc(-c3ccc(F)cc3)nc3ccccc23)n1 | -7 | -44

# Copied from the results shown, 18 compounds:
SMILES | Pf apPOL block | mHTT CaM bind
CCCCN(CC(=O)N1CCCc2c1c(=O)oc1ccc(O)cc21)Cc1ccccc1 | -6 | 16
CSc1nnc2c(n1)OC(c1ccc(O)c(O)c1)Nc1ccccc1-2 (stereo unspecified) | 10 | -7
CCNC(=O)c1c(NC(=O)c2ccccc2)sc2c1CCCC2 | 1 | -12
COc1ccccc1C1(CNC(=O)c2cc(C)cs2)CCOCC1 | -7 | -11
O=[N+]([O-])c1ccc(N2CCCC2)cc1NCc1cccnc1 | -2 | 3
Cc1ccc2nc(Cc3ccccc3)c(NC(=O)C3CCCCC3)n2c1 | 29 | 54*
CN(CC(=O)Nc1ccc2c(c1)OCO2)c1nc2c(F)cccc2s1 | -3 | -7
Cc1cc(C(=O)NCC(C)(O)c2ccco2)c(C)o1 (stereo unspecified) | 2 | -4
COc1cc(CNC2CCC(C)C2)cc(OC)c1 (stereo unspecified) | 0 | -6
O=C(Nc1ccccc1C(F)(F)F)c1ccc(Cl)cc1[N+](=O)[O-] | 0 | 27
N=c1n(Cc2ccccc2Cl)c2ccccc2n1CC(O)c1ccco1 (stereo unspecified) | -6 | 1
Cn1ccnc1SCC(=O)N1CCC(n2cccc2)CC1 | 1 | .
CC(=O)c1ccc(NC(=O)c2cc(S(=O)(=O)N3CCCC3)c(Cl)cc2Cl)cc1 | 5 | 2
COc1ccc(CC(=O)NCc2c(C)cc(C)nc2-c2ccc(OC)cc2)cc1 | -7 | -4
Cc1cccc(C(=O)NN2CCOCC2)c1 | 3 | -2
CCCc1noc(-c2cccnc2N2CCCN(C(=O)c3ccc(OC)cc3)CC2)n1 | -8 | -5
O=C(NC(O)C(=O)c1ccc(F)cc1)c1ccc(F)cc1 (stereo unspecified) | -1 | 11
CCCc1noc(-c2cc(-c3ccc(F)cc3)nc3ccccc23)n1 | -7 | -44

# Next part
SMILES | Pf apPOL block | mHTT CaM bind
O=C(CCS(=O)(=O)c1ccccc1)NC12CC3CC(CC(C3)C1)C2 | -5 | 3
CN(C)CCCN(C(=O)Cc1ccccc1)c1nc2ccc(Br)cc2s1 | -6 | 100*
Cc1c(NC(=O)c2ccc([N+](=O)[O-])cc2)cccc1-c1nc2ccccc2s1 | 2 | 5
O=C1Nc2ccccc2S/C1=C\C(=O)N1CCN(c2cccc(Cl)c2)CC1 | -5 | 19
Cc1ccc(NC(=O)N2CCC3(CC2)NC(=O)c2ccc(F)cc2N3C)cc1C | 0 | 8
CCc1c(C(=O)N2CCOCC2)c(CC(C)C)nn1-c1ccccc1C | 0 | 9
O=C(NCCc1ccc(F)cc1)Nc1ccccc1 | -5 | -4
COc1ccc(C(=O)N2CCN(c3ccc(Cl)cc3[N+](=O)[O-])CC2)cc1Br | -3 | 15
COc1ccccc1C(=O)N1CCCC(c2ccnc(-c3ccc(F)cc3)n2)C1 (stereo unspecified) | -5 | 29
COC(=O)c1cc(Nc2cccc(F)c2)c2cc(F)ccc2n1 | -3 | -12
O=c1/c(=C/c2cccnc2)sc2n1CN(c1cccc(Br)c1)CN=2 | 5 | 21
N#CC(C#N)=C(N=C(Nc1ccc(Cl)cc1)c1ccccc1)C(F)(F)F | 4 | 1
Cc1ccccc1Cn1ccc(NC(=O)CCCn2nc(C)c([N+](=O)[O-])c2C)n1 | -5 | 2
